CHRM4 agonist – CHRM4 agonism in calcium assay. actives 0.14% (n = 360,000). AID 624127. P08173. activation, % at 3 µM. CHO-K1 hM4/Gqi5, Fluo-8 calcium fluorescence; vehicle 0%, full acetylcholine response 100%;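 active = activation above the run mean over all test wells plus 3 SD, cut at about 32% in these data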;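 also: peak over basal fluorescence ratio per well then scaled between controls; 0% = DMSO wells and 100% = acetylcholine at EC100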
Target sequence (P08173 whole entry, looked up): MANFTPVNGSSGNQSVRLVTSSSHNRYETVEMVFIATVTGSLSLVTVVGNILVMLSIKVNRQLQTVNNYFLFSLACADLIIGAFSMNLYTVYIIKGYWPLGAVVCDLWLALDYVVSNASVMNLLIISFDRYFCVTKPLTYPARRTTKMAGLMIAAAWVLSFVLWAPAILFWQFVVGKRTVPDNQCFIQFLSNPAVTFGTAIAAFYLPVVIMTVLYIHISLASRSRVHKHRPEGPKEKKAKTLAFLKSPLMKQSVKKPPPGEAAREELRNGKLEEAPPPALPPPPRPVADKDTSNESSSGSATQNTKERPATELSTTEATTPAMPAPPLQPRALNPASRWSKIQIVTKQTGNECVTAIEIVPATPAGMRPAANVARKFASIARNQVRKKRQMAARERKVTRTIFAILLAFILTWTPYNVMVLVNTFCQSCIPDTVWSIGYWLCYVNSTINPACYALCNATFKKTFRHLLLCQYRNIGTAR
CHO-K1 Ca ag – counter-screen for M1 agonists: effect in parental CHO-K1 cells; Fluo-8 calcium fluorescence; scaled to maximal ATP response, vehicle zero; activation, % at 3 µM; actives 0.48% (n = 360,000); AID 602248; in the data active = activation above about 15%;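 also: untransfected CHO-K1 host cells lacking M1 receptor as counterscreen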
M1 PAM parental – M1 PAM counterscreen hit in parental CHO-K1 cells; activation, % at 3 µM; ATP EC20, Fluo-8 calcium fluorescence; 0% at ATP EC20, 100% at ATP max; actives 0.02% (n = 360,000);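 active = activation above the run cutoff, the mean activation of all test compounds plus 3 SD, cut at about 40% in these data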;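 also: peak over basal fluorescence ratio in a 140 s read after ATP addition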
M4 antag – blocks acetylcholine activation of human M4 receptor | P08173 | CHO-hM4 cells, ACh EC80, Fluo-8 calcium fluorescence | inhibition, % at 3 µM | actives 0.73% (n = 360,000) | AID 624125;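 active = inhibition above its plate's cutoff, the mean inhibition of sample wells plus 3 SD, cut at about 27% in these data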;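 also: 0% = acetylcholine EC80 with DMSO and 100% = DMSO without agonist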
CHRM5 agonist – agonists of human muscarinic M5 receptor (CHRM5) | P08912 | CHO-K1 hM5 cells, Fluo-8 calcium fluorescence; 0% DMSO wells, 100% maximal acetylcholine response | activation, % at 3 µM | actives 0.19% (n = 360,000) | AID 624037;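 active = activation above the run's mean over test compounds plus 3 SD, cut at about 23% in these data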;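 also: signal is peak over basal fluorescence ratio across the kinetic read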
Target sequence (P08912 whole entry, looked up): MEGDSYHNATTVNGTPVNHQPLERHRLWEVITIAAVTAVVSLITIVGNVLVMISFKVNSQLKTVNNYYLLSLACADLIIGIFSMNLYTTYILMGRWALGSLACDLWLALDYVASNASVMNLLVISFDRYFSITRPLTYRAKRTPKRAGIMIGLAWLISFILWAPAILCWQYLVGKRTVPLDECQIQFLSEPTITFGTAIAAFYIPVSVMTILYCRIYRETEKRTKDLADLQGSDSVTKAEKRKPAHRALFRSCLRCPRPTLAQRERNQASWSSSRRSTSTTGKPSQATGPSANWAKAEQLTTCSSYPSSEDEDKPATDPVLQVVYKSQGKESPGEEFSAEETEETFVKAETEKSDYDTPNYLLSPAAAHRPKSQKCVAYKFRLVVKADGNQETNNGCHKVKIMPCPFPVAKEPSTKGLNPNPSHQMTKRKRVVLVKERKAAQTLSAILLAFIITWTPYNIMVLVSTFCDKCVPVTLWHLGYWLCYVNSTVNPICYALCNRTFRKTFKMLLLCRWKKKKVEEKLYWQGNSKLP
CHRM5 PAM – positive allosteric modulators of human muscarinic M5 receptor; actives 0.3% (n = 360,000); activation, % at 3 µM; AID 624038; CHO-K1 hM5, Fluo-8 calcium, ACh EC20 PAM; 0% = ACh EC20, 100% = ACh EC100; P08912;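 active = activation above the run cutoff, the mean activation of all test compounds plus 3 SD, cut at about 18% in these data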
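Measured by: Fluo-8 calcium fluorescence; material: human M5 receptor in CHO-K1 cells; schedule: Post-acetylcholine fluorescence recording 140 s; benchmarks: low control EC20 acetylcholine (0%), high control EC100 acetylcholine (100%); read-out: Max/basal fluorescence ratio as % of EC20–EC100 ACh window; compound: single dose, 3 µM nominal final test concentration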
CHO-K1 Ca antag – counter-screen for M1 antagonists: effect in parental CHO-K1 cells. actives 0.6% (n = 360,000). ATP-induced calcium, Fluo-8 fluorescence. inhibition, % at 3 µM;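 active = inhibition above a per-plate cutoff, the plate's mean sample inhibition plus 3 SD, cut at about 24% in these data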;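 also: 0% = DMSO plus EC80 ATP and 100% = DMSO alone without ATP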
M5 antag – blocks acetylcholine activation of human M5 receptor; inhibition, % at 3 µM; actives 0.59% (n = 360,000); CHO-hM5 cells, Fluo-8 calcium fluorescence, ACh EC80; P08912; AID 624040;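 active = inhibition above a per-plate cutoff, the mean of that plate's test compounds plus 3 SD, cut at about 27% in these data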;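 also: 0% = acetylcholine EC80 with DMSO and 100% = DMSO without agonist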
M4 PAM – positive allosteric modulators of human muscarinic M4 receptor; activation, % at 3 µM; P08173; AID 624126; actives 0.4% (n = 360,000); CHO-K1 hM4/Gqi5, Fluo-8 calcium fluorescence, ACh EC20; 0% = ACh EC20, 100% = maximal ACh;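 active = activation above its plate's cutoff, the mean activation of sample wells plus 3 SD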; also: some results filed as inactive read as strong as hits
An asterisk follows results filed as active. Rows were taken by chance; 2.7% or so of the library scored in one or more.

SMILES	CHRM4 agonist	CHO-K1 Ca ag	M1 PAM parental	M4 antag	CHRM5 agonist	CHRM5 PAM	CHO-K1 Ca antag	M5 antag	M4 PAM
CC1CCN(CCNC(=O)C2CCCN(S(=O)(=O)c3cccc4nonc34)C2)CC1 (stereo unspecified)	0.3	0.2	19.9	-0.9	-8.8	8.1	-13.8	-8.3	5.8
O=C(CC1C(=O)NCCN1Cc1cccc(Oc2ccccc2)c1)NCCc1cnccn1 (stereo unspecified)	1.4	0.3	15.8	-4.4	2.5	8.4	-3.5	-7.3	-5.3
CCN(CC)CCC12CC(C)OC1=Nc1ccccc1NC2=O (stereo unspecified)	0.0	-0.1	18.3	-8.5	-7.6	-7.5	7.0	-2.9	6.9
Cc1ccc(C(=O)CN(CCC(=O)O)C(=O)c2ccncc2)cc1	1.0	1.1	21.4	1.7	0.0	16.1	-19.7	-10.6	2.4
Fc1ccccc1Oc1nc(-c2ccncc2)nc2ccccc12	-0.1	0.9	19.6	2.3	-0.4	11.3	-8.6	-6.8	-7.6
CCOc1cc(/C=N/NC(=O)c2ccccn2)ccc1OC(=O)c1ccc(F)cc1	12.1	4.4	7.3	-6.0	-0.7	-8.9	-6.4	14.1	-4.9
Cc1cc(C)c(S(=O)(=O)N(CC(=O)O)CC(=O)O)c(C)c1	0.0	0.2	5.9	-6.8	-1.7	-3.2	-2.4	-4.1	3.4
COc1ccc(C(CNC(=O)c2cc(S(=O)(=O)N3CCCC3)ccc2Cl)N2CCCC2)cc1 (stereo unspecified)	-0.9	-1.4	-3.3	-1.5	-9.3	9.7	-2.3	-4.8	11.9
CCc1c(C)nc2c(-c3ccccc3)c(-c3ccccc3)[nH]n2c1=O	-0.4	0.5	14.4	-7.3	0.5	0.5	-13.3	-1.4	1.7
O=C(COc1ccc(-n2cnnn2)cc1)NC1CCCCC1	0.4	0.0	-6.6	-6.1	-1.9	7.2	22.1	-5.0	7.0
CC(C)Oc1ccc(Cc2c(O)nc(NCCCN(C)C)[nH]c2=O)cc1	-0.2	0.4	4.6	5.8	0.9	3.9	-6.6	-4.7	4.5
CC1=C(C(=O)OCc2ccccc2)C(c2cccnc2)n2ncnc2N1 (stereo unspecified)	1.4	1.1	13.2	4.3	3.2	-2.6	3.6	5.2	1.8
CC(=O)c1cccc(-c2ccnc3c2CC(C(=O)Nc2cccc(C(F)(F)F)c2)O3)c1 (stereo unspecified)	16.7	3.6	4.3	-5.0	2.9	-7.3	-1.3	-6.8	-8.5
C/C(O)=C(/N=O)C(=O)Nc1ccccc1	-0.7	0.0	7.0	5.4	2.8	2.2	-5.9	0.1	0.6
COc1ccc(CC(=O)Nc2ccc(C(=O)O)cc2NC(=O)Cc2ccc(OC)cc2)cc1	0.1	0.0	5.2	-3.6	-1.7	3.4	-8.7	6.1	5.9
CC1CN(S(=O)(=O)c2ccc(Cl)c(S(=O)(=O)N3CC(C)OC(C)C3)c2)CC(C)O1 (stereo unspecified)	0.4	-0.4	-5.9	-3.7	2.3	3.3	-6.8	-1.3	5.2
CN1CCN(NC(=O)C2CC2)CC1	2.1	0.2	11.4	32.5*	-5.6	5.0	-9.8	-1.6	24.1
CCOC(=O)C1(CCCc2ccccc2)CCN(C(=O)Cc2nonc2C)CC1	3.0	1.4	16.5	-4.4	-3.0	-2.9	-0.4	9.3	1.2
O=S(=O)(c1ccccc1)c1nc(-c2ccccc2)oc1NCc1cccnc1	1.8	1.7	7.3	6.1	-0.8	-9.4	2.5	7.9	7.6
O=C(NCc1ccccc1)c1ccc2c(c1)OCCO2	0.5	1.9	18.4	3.1	-2.5	2.0	-5.4	-1.4	1.6
CC(C)CNC(=O)C1(C)CCCN1C(=O)c1cccnc1 (stereo unspecified)	0.8	0.0	5.1	-10.5	0.3	0.9	-0.8	-5.7	4.3
O=C(COc1cccnc1[N+](=O)[O-])N1CCc2ccccc2C1	0.3	0.1	9.9	2.5	-3.7	-3.1	-8.8	5.6	-1.9
COc1ccc(C(C)(O)c2nc(-c3ccc(Cl)cc3)cs2)cc1 (stereo unspecified)	2.7	0.5	8.2	-3.0	0.2	3.5	-1.2	-1.5	3.3
CSCC[C@@H](C(=O)Nc1ccc2c(c1)OCCO2)N1Cc2ccccc2C1=O	0.8	0.2	17.8	-1.8	0.2	-2.9	-2.5	2.8	-0.7
CSc1ccccc1C(=O)N1CCC2(CC1)CC(=O)c1ccccc1O2	7.0	5.0	5.7	0.9	4.8	-3.4	-7.5	4.9	-3.4
O=C(COc1ncnc2ccccc12)c1ccc(Cl)cc1	2.0	0.7	-0.7	0.0	-3.2	-1.8	0.4	7.5	2.0
CC1=C(C(=O)N2CCCC(CCC(=O)NCc3ccccc3F)C2)OCCO1 (stereo unspecified)	0.8	1.7	24.2	0.3	-3.0	0.5	-16.5	6.2	7.9
CCOc1ccccc1C(=O)Nc1nnc(COC)s1	2.5	-0.1	-1.5	-7.1	-1.0	1.6	-0.2	-1.2	12.8
O=C(O)CSc1ccn(Cc2ccccc2)c1	1.4	1.9	17.3	-11.1	-0.2	-3.8	-9.9	3.6	9.9
CCCCn1c(N)c(N(CCOC)C(=O)COC(=O)c2cc(CCC)c(C)s2)c(=O)[nH]c1=O	0.2	0.4	4.9	-2.7	0.6	1.3	-10.1	0.0	5.7
CCN1C(=O)[C@H]2[C@@H](c3ccc(C(F)(F)F)cc3)N[C@]3(CCCN(Cc4ccc(C(F)(F)F)cc4)C3=O)[C@H]2C1=O	-0.3	0.4	11.9	-7.0	-0.6	-1.1	-14.7	5.5	4.9
CC12CCC(=O)N1C(C(=O)Nc1nnc(SCc3ccc(F)cc3)s1)CS2 (stereo unspecified)	2.3	0.9	-9.6	5.9	-4.6	-10.1	6.0	13.9	-6.3
CC(C)(C)c1ccc(/C=C/C(=O)NCCCN2CCOCC2)cc1	2.5	0.8	-17.8	-10.7	-2.4	-6.6	10.6	10.3	-2.1
CC1C/C(=N/NC(=O)c2ccc(CSc3nc4ccccc4[nH]3)cc2)CC(C)(C)C1 (stereo unspecified)	5.7	2.5	-1.9	20.7	-1.9	-12.4	6.2	9.3	-33.0
CS(=O)(=O)N(CCc1ccccc1)CC(=O)N1CCCCCC1	1.1	0.9	8.4	-6.3	-3.0	-3.1	-11.0	0.6	-1.3
CCC(Oc1ccccc1)C(=O)Nc1nnc(C(F)(F)F)s1 (stereo unspecified)	7.9	3.5	-7.8	-7.0	6.8	-2.2	14.7	0.5	6.7
Cc1cc(Br)cc2c1N(C)C(=O)C2(c1ccc(O)cc1)c1ccc(O)cc1	3.7	1.9	18.3	10.6	6.4	9.1	-9.7	5.9	-0.6
Cn1c(CC(=O)Nc2ccccc2F)nnc1SCC(=O)N1CCOCC1	0.6	1.4	8.8	-3.0	-3.5	-1.0	-1.1	4.6	4.9
COc1ccc(OCC#CCNC(C)(C)C)cc1	1.1	0.4	16.4	-3.8	-14.3	-6.1	-2.0	1.2	-6.5
COc1cccc(N2CCN(Cc3nc(N)nc(Nc4ccccc4)n3)CC2)c1	10.1	3.4	13.0	6.0	2.8	-14.3	-1.1	8.3	-12.3

Single records, from the list above. Screens in order: CHRM4 agonist | CHO-K1 Ca ag | M1 PAM parental | M4 antag | CHRM5 agonist | CHRM5 PAM | CHO-K1 Ca antag | M5 antag | M4 PAM
Record of CCC(Oc1ccccc1)C(=O)Nc1nnc(C(F)(F)F)s1 (stereo unspecified) : 7.9 | 3.5 | -7.8 | -7.0 | 6.8 | -2.2 | 14.7 | 0.5 | 6.7
Record of CC1C/C(=N/NC(=O)c2ccc(CSc3nc4ccccc4[nH]3)cc2)CC(C)(C)C1 (stereo unspecified) : 5.7 | 2.5 | -1.9 | 20.7 | -1.9 | -12.4 | 6.2 | 9.3 | -33.0
Record of Cc1cc(Br)cc2c1N(C)C(=O)C2(c1ccc(O)cc1)c1ccc(O)cc1 : 3.7 | 1.9 | 18.3 | 10.6 | 6.4 | 9.1 | -9.7 | 5.9 | -0.6
Record of COc1ccc(OCC#CCNC(C)(C)C)cc1 : 1.1 | 0.4 | 16.4 | -3.8 | -14.3 | -6.1 | -2.0 | 1.2 | -6.5

New compounds follow:
SMILES	CHRM4 agonist	CHO-K1 Ca ag	M1 PAM parental	M4 antag	CHRM5 agonist	CHRM5 PAM	CHO-K1 Ca antag	M5 antag	M4 PAM
COc1ccccc1CCC(=O)N(Cc1ccccc1)c1c(N)n(Cc2ccccc2)c(=O)[nH]c1=O	-0.6	-0.6	2.1	7.0	-4.1	-2.5	-3.5	9.5	2.8
O=C(N[C@@H](Cc1ccccc1)C(=O)OCc1ccccc1)c1nc[nH]c1C(=O)NC1CCNCC1	0.3	0.4	0.8	4.0	-2.6	7.4	-2.6	7.5	8.0
COCCNC(=O)C1(C)CCCN(CCOc2ccc(Cl)cc2)C1 (stereo unspecified)	0.4	0.6	9.3	0.0	-2.2	1.1	-9.1	6.2	-2.0
CCOc1ccc2nc(SCC(=O)NC3CCS(=O)(=O)C3)[nH]c2c1 (stereo unspecified)	1.3	0.2	4.1	3.5	-3.2	-5.8	0.6	1.3	12.3
COC(=O)/C=C1/SC(=Nc2ccc(C)cc2C)NC1=O	0.5	1.0	33.2	-5.6	-1.4	3.9	-17.6	-5.5	6.9
Cc1ccc(N2C(=O)[C@@H]3[C@H](C2=O)C2CCCN2[C@@H]3C(=O)c2ccccc2)cc1 (stereo partly specified)	1.4	1.8	3.7	8.3	-5.9	-1.4	-4.5	2.5	0.9
CCOc1ccc2c(c1)C(C)=CC(C)(C)N2C(=O)Nc1ccccc1F	0.5	1.2	19.4	11.3	-0.4	-0.6	-9.1	-4.8	-3.3
CCC(=O)Nc1ccc(-c2csc(NNC(C)=O)n2)cc1	1.6	0.1	21.4	-9.1	2.0	11.6	-4.2	-11.8	2.0
Cc1cccc(NC(=O)c2ccccc2NC(=O)C2CCCCC2)c1C	0.6	0.0	-0.4	6.8	6.4	5.4	-8.8	-5.7	1.5
COc1ccccc1N1CCN(C(=O)/C=C/c2ccco2)CC1	2.6	0.9	-2.9	-0.5	-1.2	-6.4	8.5	2.2	4.1
CN(C(=O)c1ccc(NC(=O)Cc2ccc(NC(=O)C3CCCN(C(=O)C4CC4)C3)cc2)cc1)C1CC1 (stereo unspecified)	0.6	-0.4	18.7	-9.4	2.1	7.5	-11.5	-3.2	21.1
O=C1/C(=C\c2ccsc2)NC(=S)N1c1ccccc1	0.9	1.5	26.4	-12.1	-0.9	-8.2	-19.3	11.7	6.5
CCOc1ccc(Br)cc1CNCc1cccnc1	0.9	-0.5	-23.7	-4.5	-2.7	5.1	19.3	4.2	0.0
O=C(CCC1CCCN(C2C3CC4CC(C3)CC2C4)C1)NCc1ccc(F)c(F)c1 (stereo unspecified)	0.2	0.3	12.2	40.6*	-15.7	0.4	-5.4	9.7	-19.5
CCOc1c(Cl)cc(C(=O)NCCN2CCCCC2)cc1Cl	2.6	0.5	5.4	10.2	-2.7	-8.7	-3.7	4.2	-2.6
Cc1nn2c3c(cnc2c1-c1ccccc1)C(=O)CCC3	0.9	0.1	14.1	-9.7	-2.9	5.7	0.1	-6.6	15.8
O=C(CCN1C(=O)/C(=C/c2cccs2)SC1=S)Nc1ccc(O)cc1	17.7	4.9	-19.9	5.6	3.9	-8.8	5.3	15.1	-18.0
COc1ccc(CNC(=O)CN2C(=O)NC(c3ccccc3)(c3ccccc3)C2=O)cc1	2.4	0.2	-4.0	1.5	-4.5	0.7	5.6	16.9	-0.6
